Compound activity: PubChem, several laboratories
HDAC3 inhib – HDAC3 deacetylase inhibitors, primary screen, biochemical, fluorescence, cell-free homogeneous; AID 2718, 2010; Histone deacetylase 3 (Homo sapiens), O15379; actives 0.15% (n = 320,000); recombinant HDAC3, fluorogenic peptide/trypsin coupled; inhibition, % at 8.3 µM; in the data active means inhibition above about 26%, passing the limit was not always enough
MrgX1 PAM – positive allosteric modulators of MrgX1, primary screen, HEK293 cells, Fluo-4 calcium flux; FDSS; stronger effect = higher value; B-score at 10 µM; actives 0.63% (n = 310,000);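 active means plate-corrected calcium response at least 3 library SD above typical, normal starting fluorescence, not activating the receptor alone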;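 further: compound read alongside a low EC10 to EC30 dose of BAM8-22 agonist; peak minus trough fluorescence over baseline measured at the second addition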
SKKanGAS inh – S. pyogenes SKKanGAS growth inhibitors in kanamycin, primary screen, streptokinase expression inhibitor project, SKKanGAS strain, BacTiter-Glo luminescence; 6 h; inhibition, % at 7.5 µM; actives 1.3% (n = 300,000); AID 1662, 2009;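 active means mean replicate score, as percent of positive control median, at least 50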;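 further: strain carries kanamycin resistance gene driven by streptokinase promoter and grows in 40 µg/ml kanamycin; loss of luminescence reflects streptokinase promoter inhibition or plain growth inhibition; 0% = median of DMSO wells and 100% = positive control at its reference dose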
ANO1 block – TMEM16A chloride channel inhibitors, primary screen, cell-based, HTS. Anoctamin-1 (Mus musculus), Q8BHY3. HEK293 TMEM16A/YFP iodide influx fluorescence, ionomycin. normalized B-score (activity score, 25-100; higher = stronger inhibition) at 10 µM. actives 1.2% (n = 310,000);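 active means ratio plate-corrected score three or more library SD toward inhibition, starting fluorescence score within five deviations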;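 further: score derived from kinetic fluorescence span divided by baseline fluorescence per well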
RGS4 act – RGS4 potentiators or activators, primary screen, cell-based, HEK293 M3R inducible RGS4, calcium flux; actives 0.92% (n = 310,000); B-score at 10 µM; carbachol calcium flux Fluo4; stronger effect = lower value;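 active means B-score of the integrated calcium signal more than 4 SD below the library mean, with starting fluorescence not abnormally high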;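 further: negative B-score means reduced calcium response which marks RGS4 activation or potentiation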
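Also added: carbachol at ECmax as muscarinic agonist stimulus; Assay system: HEK293 cells with stable M3R and inducible RGS4; Timing: overnight RGS4 induction, 30 min dye load 37 °C, 20 min compound RT; Measured by: Fluo4-AM (2 µM) calcium-flux fluorescence, kinetic read.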
TRPC6 inhibitor – mouse TRPC6 channel inhibitors, primary screen, cell-based, HEK293, membrane potential dye; ACh-evoked depolarization; stronger effect = lower value; actives 1.1% (n = 310,000); B-score at 10 µM;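 active means B-score under library mean minus 3 SD, initial fluorescence not abnormally high, positive integrated signal ratio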;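 further: B-score derived from integrated fluorescence ratio over the kinetic read; more negative B-score means stronger inhibition of depolarization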
Target sequence (Q61143 whole entry, looked up): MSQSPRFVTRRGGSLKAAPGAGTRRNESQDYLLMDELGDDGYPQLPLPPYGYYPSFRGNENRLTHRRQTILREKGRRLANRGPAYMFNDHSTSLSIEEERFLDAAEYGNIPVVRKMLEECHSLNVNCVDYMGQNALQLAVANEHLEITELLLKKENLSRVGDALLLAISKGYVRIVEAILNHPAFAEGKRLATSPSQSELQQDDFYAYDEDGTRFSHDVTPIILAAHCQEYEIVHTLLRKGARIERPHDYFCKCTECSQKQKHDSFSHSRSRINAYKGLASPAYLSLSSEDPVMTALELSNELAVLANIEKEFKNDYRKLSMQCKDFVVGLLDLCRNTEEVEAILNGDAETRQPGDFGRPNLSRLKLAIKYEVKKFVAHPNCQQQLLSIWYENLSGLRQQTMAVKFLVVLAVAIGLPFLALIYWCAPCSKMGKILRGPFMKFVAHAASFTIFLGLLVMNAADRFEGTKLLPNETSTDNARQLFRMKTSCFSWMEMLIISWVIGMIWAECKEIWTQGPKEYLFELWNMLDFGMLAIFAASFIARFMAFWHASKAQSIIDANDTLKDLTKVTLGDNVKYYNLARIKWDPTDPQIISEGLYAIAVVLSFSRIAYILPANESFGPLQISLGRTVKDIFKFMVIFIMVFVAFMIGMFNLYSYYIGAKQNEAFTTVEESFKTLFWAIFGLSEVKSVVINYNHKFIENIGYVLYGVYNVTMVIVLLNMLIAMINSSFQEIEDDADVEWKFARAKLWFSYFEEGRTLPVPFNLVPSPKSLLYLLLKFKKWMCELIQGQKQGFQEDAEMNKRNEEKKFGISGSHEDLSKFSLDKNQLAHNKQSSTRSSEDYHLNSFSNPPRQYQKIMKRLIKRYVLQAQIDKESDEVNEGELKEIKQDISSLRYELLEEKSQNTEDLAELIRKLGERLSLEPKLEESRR
ANO1 activ – TMEM16A chloride channel activators or potentiators, primary screen, cell-based, HTS; actives 0.3% (n = 340,000); HEK293 TMEM16A/YFP-H148Q/I152L, iodide quench fluorescence; stronger effect = lower value; B-score at 10 µM; Anoctamin-1 (Mus musculus), Q8BHY3;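 active means fluorescence-ratio B-score plate-corrected deviation score at least 3 library SD below zero, with starting fluorescence score within 5 deviations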;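 further: channel opened by trigger with iodide after compound preincubation; score built on the fluorescence ratio of max minus min over baseline; more negative score means more quench and so TMEM16A activation or potentiation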
MrgX1 ag – agonists of human MrgX1 receptor, primary screen, HEK293 cells, Fluo-4 calcium flux; Mas-related G-protein coupled receptor member X1 (Homo sapiens), Q96LB2; Fluo-4 calcium fluorescence, agonist mode; stronger effect = higher value; B-score at 10 µM; actives 0.44% (n = 310,000); AID 588627, 2011;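 active means calcium response B-score plate-corrected fluorescence ratio at least 3 library SD, with starting fluorescence B-score inside 5 SD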
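times = overnight plating, then 30 min 37 °C plus 30 min room-temperature dye loading | assay system = stable human MrgX1 HEK293 cell line | input = fifteen thousand cells per well | signal = kinetic calcium dye fluorescence, Fluo-4 NW | dosing = compound delivered in addition one of three | read-out = B-scored fluorescence response ratio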
RGS4 block – RGS4 inhibitors, primary screen, cell-based, HEK293 M3R inducible RGS4, calcium flux; Regulator of G-protein signaling 4 (Homo sapiens), P49798; AID 463165, 2010; Fluo-4 calcium flux; stronger effect = higher value; triggered by carbachol at its EC20; B-score at 10 µM; actives 0.45% (n = 310,000);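 active means B-score, a plate-corrected calcium signal, over three deviations above library mean, with baseline fluorescence within five deviations of library mean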;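 further: RGS4 expression induced by doxycycline in cells with stable M3 receptor; B-score is computed from the integrated fluorescence ratio over baseline after carbachol; higher B-score means a larger calcium signal and so more RGS4 inhibition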
MrgX1 antagonist – antagonists of human MrgX1 receptor, primary screen, HEK293 cells, Fluo-4 calcium flux | BAM8-22 antagonism; stronger effect = lower value | actives 1.3% (n = 310,000) | Mas-related G-protein coupled receptor member X1 (Homo sapiens), Q96LB2 | B-score at 10 µM;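 active means calcium-response B-score plate-corrected more than 3 library SD below zero, starting fluorescence within 5 deviations, no agonist response on first addition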;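 further: peak minus trough fluorescence over baseline after final BAM8-22 challenge near maximal dose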
TRPC6 act – mouse TRPC6 channel activators, primary screen, cell-based, HEK293, membrane potential dye; B-score at 10 µM; HEK293-TRPC6 membrane potential dye fluorescence; stronger effect = higher value; actives 0.13% (n = 310,000);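 active means B-score of the integrated fluorescence ratio above library mean plus 3 SD, and starting fluorescence ratio within library mean plus 5 SD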;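 further: higher score means more depolarization so channel activation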
Active calls of the source: *; i = inactive; x = not tested or not shown.

SMILES	HDAC3 inhib	MrgX1 PAM	SKKanGAS inh	ANO1 block	RGS4 act	TRPC6 inhibitor	ANO1 activ	MrgX1 ag	RGS4 block	MrgX1 antagonist	TRPC6 act
CC1C2CC(C(S(=O)(=O)N3CCOCC3)C2=O)C1(C)C (centres undefined)	-2	i	-5	i	i	i	i	i	i	i	i
OC1=C(O)c2nc3cc(C(F)(F)F)ccc3nc21	7	i	14	i	i	i	i	i	i	i	i
c1cncc(CSc2ccc(-c3cccs3)nn2)c1	-1	i	7	i	i	i	i	i	i	i	i
COCCn1c(=NC(=O)c2ccc(S(=O)(=O)N3CCCc4ccccc43)cc2)sc2cc(S(C)(=O)=O)ccc21	6	i	-2	i	i	i	i	i	i	i	i
CC(SC(=S)N(C)Cc1cccs1)C(=O)O (centres undefined)	-6	i	7	i	i	i	i	i	i	i	i
Cc1ccc(-n2c(C)nn(CCOc3ccccc3)c2=O)cc1	-13	i	0	i	i	i	i	i	i	i	i
O=C(Nc1cccnc1Cl)c1cc(-c2cccc(Cl)c2)on1	0	i	-5	i	i	i	i	i	i	i	i
CCN(CC(=O)Nc1ccc(S(=O)(=O)N2CCOCC2)cc1)Cc1ccccc1	-2	i	-1	i	i	i	i	i	i	i	i
O=C(O)Cc1ccc(C(=O)c2ccccc2F)s1	-1	i	6	i	i	i	i	i	i	i	i
CCOc1ccc(CNC(=S)N/N=C/c2ccc(OC)c(OC)c2)cc1	x	i	-4	i	i	i	i	i	i	i	i
Cc1ccc(C(=O)N2CCN(C(=O)CN3CCOCC3)C2)cc1	4	i	4	i	i	i	i	i	i	i	i
CN(C)C=NC(=O)c1cc(C(=O)c2ccc(Cl)cc2Cl)c[nH]1	5	i	4	i	i	i	i	i	i	i	i
O=S(=O)(NC(=NCc1ccccc1)c1ccc(F)cc1)c1ccc(Cl)cc1	-1	i	6	i	i	i	i	i	i	i	i
CCOC(=O)Cn1c(=O)c2c(nc3n2CCS3)n(C)c1=O	-1	i	-9	i	i	i	i	i	i	i	i
CCOC(=O)N1CCN(CCC(=O)Nc2ccc(OC(F)(F)F)cc2)CC1	1	i	3	i	i	i	i	i	i	i	i
O=C(Nc1cccc(-c2nc3cccnc3s2)c1)C1c2ccccc2Oc2ccccc21	x	x	-1	x	i	i	i	x	i	x	i
CCOc1cc(NC(=O)c2ccccc2OC)c(OCC)cc1NC(=O)c1ccccc1	-8	i	1	i	i	i	i	i	i	i	i
CC(C)OP(=O)(c1ccc(N(C)C)cc1)C(O)c1ccncc1 (centres undefined)	-4	i	0	i	i	i	i	i	i	i	i
Cc1cc(C)cc(OCC(=O)OCCN2C(=O)c3ccccc3C2=O)c1	3	i	-1	i	i	i	i	i	i	i	i
COc1ccc(/C=N/NC(=O)c2cc3c(ccc4ccccc43)o2)c(OC)c1	x	x	0	x	-8*	i	i	x	i	x	i
O=C(CSc1nnnn1-c1ccccc1)Nc1ncc2c(n1)CC(c1ccco1)CC2=O (centres undefined)	7	i	2	i	i	i	i	i	i	i	i
CC(C)=CCCC1=CCC(/C(C)=N/NC(N)=O)CC1 (centres undefined)	-2	i	2	i	i	i	i	i	i	i	i
CCOc1cc(C)c(Cl)cc1S(=O)(=O)N(C)C	1	i	-9	i	i	i	i	i	i	i	i
O=c1[nH]c2ccccc2nc1C(F)(F)F	x	i	-5	i	i	i	i	i	i	i	i
CCCN1C2CCCC1CC(NC(=O)c1ccccc1OCC)C2 (centres undefined)	1	i	1	i	i	i	i	i	i	i	i
CC1(C)OC(=O)C(=CNC(CCC(N)=O)C(=O)O)C(=O)O1 (centres undefined)	4	i	-2	i	i	i	i	i	i	i	i
Cc1[nH]c2ccccc2c1C(C[N+](=O)[O-])c1ccco1 (centres undefined)	2	i	2	i	i	i	i	i	i	i	i
CCOC(=O)c1c(NC(=S)NC)sc2c1CCCC2	-2	i	12	i	i	i	x	i	i	i	i
Cc1cccc(C(=O)NCc2nnc(SCC(=O)Nc3nnc(C)s3)n2C)c1	1	i	2	i	i	i	i	i	i	i	i
CC(=O)Nc1nonc1-c1nc2ccccc2n1CC1CC1	1	i	-4	i	i	i	i	i	i	i	i
CCC(C)N(C(=O)COC(=O)CNC(=O)c1sc2ccccc2c1Cl)C1CCS(=O)(=O)C1 (centres undefined)	-1	i	-5	i	i	i	i	i	i	i	i
CCOc1ccccc1NC(=O)CCCn1cc([N+](=O)[O-])cn1	4	i	-2	i	i	i	i	i	i	i	i
CCC1(c2ccc(F)cc2)NC(=O)N(CC(=O)Nc2ccccc2C)C1=O (centres undefined)	7	i	-4	i	i	i	i	i	i	i	i
COc1cccc(NC(=O)CCC2CCN(C(=O)c3cccc(NC(C)=O)c3)CC2)c1	-3	i	1	i	i	i	i	i	i	i	i
COC(=O)c1cccc(NC(=O)CCc2cc(OC)c(OC)c(OC)c2)c1	12	i	1	i	i	i	i	i	i	i	i
CC(NC(=O)/C(C#N)=C/c1cn[nH]c1-c1ccccc1)c1ccccc1 (centres undefined)	5	i	-4	i	i	i	i	i	i	i	i
COc1ccc(NC(=S)N(CCCN2CCOCC2)Cc2ccccn2)cc1	4	i	2	i	i	i	i	i	i	i	i
Cc1cc(C(=O)CN2C(=O)NC(C)(c3ccccc3)C2=O)c(C)n1CC1CCCO1 (centres undefined)	2	i	-3	i	i	i	i	i	i	i	i
COc1ccc(C(=O)n2nnc3ccccc32)cc1OC	70*	i	x	i	x	x	i	i	x	i	x
CNC(=O)COC(=O)c1ccc(-c2nc3ccccc3s2)s1	-7	i	38	i	i	i	i	i	i	i	i
CCCCN(CC)CCNc1c(NC2CCN(C(=O)OCC)CC2)c(=O)c1=O	-14	i	-2	i	i	i	i	i	i	i	i
Cc1ccc(NC(=O)CN2CCCN(S(=O)(=O)c3ccc(Br)s3)CC2)cc1	0	i	-3	i	i	i	i	i	i	i	i
Cc1ccc(NC(=O)CSc2nnc(CCNC(=O)OC(C)(C)C)o2)c(C)c1	3	i	-6	i	i	i	i	i	i	i	i
Cc1cccc(N2CCN(C(=O)CN3CCOc4ccccc43)CC2C)c1 (centres undefined)	9	i	-2	25*	i	i	i	i	i	i	i
O=c1c(C(c2ccc(Br)cc2)c2c(O)nc3n(c2=O)CCS3)c(O)nc2n1CCS2	4	i	0	i	i	i	i	i	i	i	i
C=CCn1c(-c2ccccc2)c[nH]c1=S	-2	i	-4	i	i	i	i	i	i	i	i
O=C(NCCC(=O)N1CCN(S(=O)(=O)c2ccccc2)CC1)c1ccc(Br)cc1	-2	i	-7	i	i	i	i	i	i	i	i
CCOC(=O)C/C(C)=N/NC(=O)COc1ccccc1C	-1	i	-14	i	i	i	i	i	i	i	i
Cc1ccc(-c2cc(C(=O)N/N=C/c3ccc(F)cc3)n[nH]2)o1	7	i	8	i	i	i	i	i	i	i	i
COc1ccc(NC(=O)c2cccnc2Nc2ccccc2)cc1	4	i	-5	i	i	i	i	i	i	i	i
Cc1ccc(C(=O)N2CCN(C(=O)CN3CCCC3)C2)cc1	3	i	-2	i	i	i	i	i	i	i	i
Oc1cccc(Nc2nc(O)c(/C=C3\C=Nc4ccccc43)s2)c1	-5	i	x	i	x	x	i	39*	x	i	x
C/C(=C\C(=O)O)C12CC3CC(CC(C3)C1)C2	-8	i	15	i	i	i	i	i	i	i	i
CCN(CC)c1ccc(NC(=O)COc2ccc(C)cc2)cc1	4	i	-4	i	i	i	i	i	i	i	i
COc1ccc(S(=O)(=O)N2CCC(C(N)=O)CC2)cc1	-4	i	-1	i	i	i	i	i	i	i	i
COc1ccc(-c2csc(N(C)C(=O)c3ccco3)n2)cc1	-13	i	-5	i	i	i	i	i	i	i	i
Cc1nc(NC(=O)c2ccccc2O)sc1C	2	i	-4	i	i	i	i	i	i	i	i
CCSc1nnc(NC(=O)c2c(-c3ccccc3Cl)noc2C)s1	0	i	10	i	i	i	i	i	i	i	i
CCNS(=O)(=O)c1ccc(CCC(=O)Nc2ccc(C(=O)OC)cc2)cc1	2	i	2	i	i	i	i	i	i	i	i
COC(=O)c1cc2ccsc2n1CC(=O)Nc1cc(Cl)ccc1OC	4	i	1	25*	i	i	i	i	i	i	i
Following part.
SMILES	HDAC3 inhib	MrgX1 PAM	SKKanGAS inh	ANO1 block	RGS4 act	TRPC6 inhibitor	ANO1 activ	MrgX1 ag	RGS4 block	MrgX1 antagonist	TRPC6 act
CN(C(=O)c1sc2nc(N3CCOCC3)c3c(c2c1N)CCCC3)c1ccccc1	2	i	1	i	i	i	i	i	i	i	i
CC(=O)c1cccc(NC(=O)C(NC(C)C)c2ccccc2)c1 (centres undefined)	8	i	-2	i	i	i	i	i	i	i	i
COc1cccc(C(=O)NC2CCNCC2)c1	-4	i	0	i	i	i	i	i	i	i	i
O=C(Nc1ccccc1N1CCN(c2ccc(F)cc2)CC1)C12CC3CC(CC(C3)C1)C2	-1	i	13	i	i	i	i	i	i	i	i
O=C(CCn1nnc2ccccc21)N/N=C\Cc1ccccc1	5	i	6	i	i	i	i	i	i	i	i
CCc1cccc(C)c1NS(=O)(=O)c1c(C)nc2sccn2c1=O	7	i	0	i	i	i	i	i	i	i	i
Cc1ccc(N=Nc2c(N)n(-c3ccccc3)[nH]c2=O)cc1	-5	i	-6	i	i	i	i	i	i	i	i
COC(=O)c1ccsc1NC(=O)c1ccc2c(c1)OCCO2	-1	i	-5	i	i	i	i	i	i	i	i
Cc1ccccc1C(=O)NNC(=O)c1ccc(Br)cc1	2	i	-5	i	i	i	i	i	i	i	i
